# Screening results deposited in PubChem BioAssay by several laboratories.
# bovine MsrA act: bovine methionine sulfoxide reductase A activation; purified bovine MsrA, absorbance read-out; activation, % at 10.6 µM; 0.3% of 360,000 active; in the data active = activation above about 7.5%;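 note: 0% = vehicle and 100% = reference activator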
# Tb MetRS inh: Trypanosoma brucei MetRS inhibition; purified T. brucei MetRS, ATP depletion, Kinase-Glo luminescence; inhibition, % at 11.9 µM; 0.4% of 360,000 active; AID 624268;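 active = inhibition above a per-plate cutoff of the control wells' mean inhibition plus 3 SD, cut at about 5.5% in these data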;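 note: 0% = DMSO wells median and 100% = median of wells with control inhibitor compound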
#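 Test system – parasite MetRS enzyme · Reagent – substrates ATP, L-methionine and bulk Escherichia coli tRNA · Doses – 11.9 µM compound single dose, 0.9% DMSO · Times – 15 min enzyme-compound preincubation, 2 h reaction, 10 min detection, 25 °C · Signal – Kinase-Glo luminescence, ATP depletion format · Controls – DMSO-only wells as low control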
# NRP1-CendR mod: NRP-1/CendR interaction modulation | FAM-RPARPAR peptide binding to NRP-1, fluorescence polarization | inhibition, % at 25 µM | 0.85% of 360,000 active | AID 602438;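 active = inhibition or corrected inhibition above about 18%, plus a signal ratio from 0.5 to 1.5, limit read from the data, passing the limit was not always enough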; note: strong numbers were not always called active
# SUMO1 PPI mod: SUMO1-SIM interaction modulation | P63165 | 0.33% of 360,000 active | SUMO1 binding to a labelled peptide, TR-FRET, 1 h | AID 602429 | inhibition, % at 20 µM; in the data active = inhibition above about 37%
# MsrA inh: bovine MsrA inhibition | purified bovine MsrA, absorbance read-out | inhibition, % at 15.5 µM | 0.75% of 360,000 active | AID 651718; in the data active = inhibition above about 4.5%;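 note: 0% = vehicle wells with enzyme and 100% = reference inhibitor wells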
# eLon inh: inhibitors of E. coli Lon protease; purified E. coli Lon protease, fluorescence polarization; 0.42% of 360,000 active; inhibition, % at 7.94 µM; P0A9M0; in the data active = inhibition above about 13%, passing the limit was not always enough;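 note: 0% = enzyme with probe and DMSO and 100% = no enzyme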
# STEP inh: blocks human striatal-enriched tyrosine phosphatase. inhibition, % at 20 µM. P54829. AID 588621. 0.25% of 360,000 active. recombinant STEP, OMFP fluorogenic substrate, fluorescence;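 active = inhibition at 20 µM, scaled per plate between control wells, above about 37%, limit read from the data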;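 note: 0% = DMSO with enzyme and substrate and 100% = substrate only without enzyme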
#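 medium = Bis-Tris buffer pH 6.0, 2.5 mM DTT, 0.005% Tween 20 | test system = STEP (striatal-enriched tyrosine phosphatase) enzyme, cell-free | measure = normalized % inhibition | compound dosing = 20 µM, 1% DMSO | also added = 25 µM OMFP | schedule = reaction 20 min, ambient temperature | measured by = fluorescence read at 480 nm ex / 540 nm em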
# DNMT1 inh: inhibitors of human DNMT1 | inhibition (reported as % activation of signal), % at 10 µM | P26358 | 0.83% of 360,000 active | DNMT1 molecular beacon, Hinp1I cleavage, fluorescence; in the data active = inhibition above about 50%
# Target sequence (P26358 504-1616 limits assumed): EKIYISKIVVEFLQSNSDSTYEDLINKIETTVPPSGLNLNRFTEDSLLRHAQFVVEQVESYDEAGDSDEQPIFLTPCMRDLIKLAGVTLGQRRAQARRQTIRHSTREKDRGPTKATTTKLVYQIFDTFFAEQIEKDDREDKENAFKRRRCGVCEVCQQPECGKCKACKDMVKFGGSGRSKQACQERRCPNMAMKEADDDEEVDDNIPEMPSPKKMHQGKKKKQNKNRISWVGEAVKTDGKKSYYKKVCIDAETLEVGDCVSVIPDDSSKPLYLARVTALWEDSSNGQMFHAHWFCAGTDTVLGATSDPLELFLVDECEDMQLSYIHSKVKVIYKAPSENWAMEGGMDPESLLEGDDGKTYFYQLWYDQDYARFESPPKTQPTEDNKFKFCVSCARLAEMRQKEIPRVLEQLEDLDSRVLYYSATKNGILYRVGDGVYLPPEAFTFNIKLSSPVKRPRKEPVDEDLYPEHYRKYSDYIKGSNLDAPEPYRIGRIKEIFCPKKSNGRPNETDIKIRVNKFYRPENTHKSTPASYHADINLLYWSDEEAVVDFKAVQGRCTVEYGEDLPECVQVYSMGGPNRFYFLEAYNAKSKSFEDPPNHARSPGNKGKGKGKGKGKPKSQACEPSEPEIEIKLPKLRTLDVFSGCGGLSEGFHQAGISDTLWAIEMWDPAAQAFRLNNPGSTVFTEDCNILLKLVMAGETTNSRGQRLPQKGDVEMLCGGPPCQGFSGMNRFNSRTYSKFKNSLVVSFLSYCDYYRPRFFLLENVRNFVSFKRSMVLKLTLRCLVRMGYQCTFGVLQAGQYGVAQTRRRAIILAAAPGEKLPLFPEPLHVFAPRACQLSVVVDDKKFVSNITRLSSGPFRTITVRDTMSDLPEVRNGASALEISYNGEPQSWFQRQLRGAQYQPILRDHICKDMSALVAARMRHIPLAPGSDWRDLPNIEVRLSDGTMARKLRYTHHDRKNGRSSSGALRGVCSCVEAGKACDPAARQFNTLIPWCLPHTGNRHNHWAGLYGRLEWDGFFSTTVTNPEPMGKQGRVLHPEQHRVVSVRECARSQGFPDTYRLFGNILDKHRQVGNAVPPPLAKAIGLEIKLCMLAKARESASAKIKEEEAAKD
# LMPTP block: LMPTP (human) inhibition; inhibition, % at 20 µM; recombinant LMPTP-A, OMFP fluorogenic substrate, fluorescence intensity; 0.22% of 360,000 active; P24666; AID 651560;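 active = compounds that cut the enzyme signal by at least half of the control window in the single-dose screen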;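 note: plate controls were DMSO wells with enzyme plus substrate for no effect and substrate without enzyme for full effect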
#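 Assay system: LMPTP-A enzyme. Input: 0.625 nM LMPTP-A final. Probe or stimulus: 400 µM OMFP. Compound dosing: single 20 µM dose. Schedule: 50 min dark incubation at room temperature. Detection: fluorescence intensity of OMFP turnover product. Read-out: percent inhibition versus substrate-only and uninhibited controls. Benchmarks: no-enzyme low control, uninhibited high control.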
# Scp-1 inhibitor: inhibitors of human Scp-1 phosphatase | Q9GZU7 | Recombinant Scp1, phosphopeptide, malachite green phosphate absorbance | inhibition, % at 20 µM | 0.88% of 340,000 active;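 active = inhibition above about 50% at 20 µM, limit read from the data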;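 note: plate controls were DMSO wells with enzyme for no effect and wells lacking enzyme for full effect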
#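 Test system: SCP-1 phosphatase catalytic domain, residues 76-261 | Compound dosing: One concentration, 20 µM, with 1.0% DMSO | Schedule: 45 min room-temperature reaction, 5 min colour, 30 min stabiliser | Detection: Absorbance at 630 nm | Read-out basis: % inhibition of SCP-1 phosphate liberation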
# * marks the source's active call; other numbers are inactive results; . = no result given; & = joins results of further samples.
mol,bovine MsrA act,Tb MetRS inh,NRP1-CendR mod,SUMO1 PPI mod,MsrA inh,eLon inh,STEP inh,DNMT1 inh,LMPTP block,Scp-1 inhibitor
COc1ccc(N2CC(C(=O)N[C@@H](C)C(=O)NC3CCCC3)CC2=O)cc1 (stereo partly specified),-7,-0.5,0,2,1.1,-1,-1,3,-0.7,1
Cc1cccnc1NC(=O)CCNC(=O)c1ccc(Br)cc1,-3,-0.2,8,5,2.0,7,2,1,-2.5,4
Cc1ccc(C(=O)NCCc2nnc(SCC(=O)Nc3cccc(C(=O)O)c3)n2C)cc1,-3,-0.5,4,2,.,-2,3,-2,-0.2,-2
CN(C)c1ccc(NC(=O)CN2CCC(O)(c3ccccc3)CC2)cc1,0,0.0,-13,2,-1.0,0,0,-1,-1.3,1
O=C(CN1CCN(C(=O)c2ccco2)CC1)Nc1cc(Cl)ccc1Cl,-2,-0.3,15,3,-0.6,11,1,-1,-1.5,-3
Cc1ccc(S(=O)(=O)N(C)Cc2nc(-c3ccc(Br)cc3)no2)cc1,-1,0.4,-4,0,-0.2,-7,2,0,3.2,-16
COC(=O)Nc1ccc(S(=O)(=O)N2CCCC(C(=O)O)C2)cc1 (stereo unspecified),-6,-0.8,-15,1,1.8,-3,3,-2,-1.5,6
CCc1ccc(C2c3[nH]c4ccccc4c3CCN2C(=O)CN2CCN(CC)CC2)cc1 (stereo unspecified),-3,-0.3,-8,-2,-1.2,-3,2,-6,-0.4,-6
COc1cc(NS(=O)(=O)c2ccc(C)c(C)c2)c(OC)cc1Cl,0,-0.2,27*,5,1.1,2,0,-1,0.7,6
Cc1ccc(S(=O)(=O)N2C[C@H]3[C@H]4C(=O)N(Cc5ccccc5)C(=O)[C@H]4CC(=O)[C@H]3[C@@H]2c2ccccc2)cc1,-6,-0.8,-6,1,0.6,-10,-2,-11,-0.6,.
C/C(CC1(O)C(=O)Nc2ccccc21)=N\O (stereo unspecified),-4,-0.9,3,-3,-0.7,-7,-6,2,-0.2,-8
CN(C)CCCNC(=O)C[C@H]1C[C@H](C(=O)N2CCOCC2)[C@@]2(C)c3[nH]c4cc(-c5ccco5)ccc4c3CCN2C1=O,0,-0.3,-14,-26,0.4,1,1,10,-5.5,1
O=C(C=Cc1ccccc1)c1ccc([N+](=O)[O-])cc1,1,-0.3,18*,-37,-0.8,-6,1,5,-1.2,-15
CCN(CC)CC(=O)Nc1ccc(-c2nc3cc(NC(=O)CN(CC)CC)ccc3o2)cc1,-2,-0.7,17*,-8,-0.3,4,6,-9,1.2,-6
Cc1ccc2c(c1)[C@H]1[C@H](CO2)[C@H](c2ccccc2)[C@]2(C)C(=O)N(Cc3ccc(F)cc3)CC(=O)N12,-1,0.3,0,0,0.7,11,0,25,0.9,-9
CC1(C)Cc2c(C#N)c(N3CCN(C(=O)c4ccccc4)CC3)nc(Cc3ccccc3)c2CO1,-12,-1.6,-7,-3,0.8,-9,3,-6,5.9,-10
O/N=C/c1cn(-c2ccccc2)nc1-c1ccccc1,-1,0.3,7,2,-0.2,3,-3,-2,1.8,-5
COc1ccc2c(c1)cc(C)c1nnc(SCC(=O)N(C)c3nc(-c4ccccc4)cs3)n12,-7,-0.6,2,-2,-0.1,-3,2,-6,0.8,4
CCC(C)N(C(=O)CSc1nc(-c2cccs2)nc2ccccc12)C1CCS(=O)(=O)C1 (stereo unspecified),-1,-0.2,0,-50,0.9,9,0,-4,0.9,-2
O=C(NCc1cccnc1)[C@@H]1CC=C[C@@H]2CCN(Cc3ccccc3)C(=O)[C@@H]21,-1,-0.3,32*,2,0.1,9,-1,9,0.7,0
CCCCNC(=O)CN1C(=O)c2cccc(N)c2C1=O,-3,-0.6,13,-11,-1.0,12,-3,3,-1.5,-5
CC(C)n1c(SCC(=O)Nc2nncs2)nnc1C1CC1,-4,-0.7,17,4,0.3,5,0,5,-1.0,1
c1ccc(C2CC(c3ccccc3)n3ncnc3N2)cc1 (stereo unspecified),-3,-0.8,-5,-2,0.9,-7,-2,0,-1.8,-5
O=C(O)CCn1cc(/C=C2\NC(=S)N(c3ccccc3)C2=O)c(-c2ccc(Br)cc2)n1,-8,-0.3,10,5,1.3,-3,-4,-6,0.4,48

# Looked up above.
# O/N=C/c1cn(-c2ccccc2)nc1-c1ccccc1 in STEP inh = -3
# COc1ccc2c(c1)cc(C)c1nnc(SCC(=O)N(C)c3nc(-c4ccccc4)cs3)n12 in bovine MsrA act = -7

# (list continues)
mol,bovine MsrA act,Tb MetRS inh,NRP1-CendR mod,SUMO1 PPI mod,MsrA inh,eLon inh,STEP inh,DNMT1 inh,LMPTP block,Scp-1 inhibitor
CN(C)CCOC(=O)CCc1ccccc1,-2,-0.8,10,0,0.0,-11,-3,-1,1.7,-3
CCOC(=O)C1(CCOc2ccccc2)CCN(Cc2ccc(C(=O)OC)cc2)CC1,-1,-0.4,4,0,0.3,2,1,-5,-0.1,-2
N/C(=N\S(=O)(=O)c1cc(C(F)(F)F)cc(C(F)(F)F)c1)c1ccncc1,0,0.2,16,0,0.0,-1,1,3,-1.0,-7
Cc1cccc(Nc2c([N+](=O)[O-])ccc3nonc23)c1C,-5,-1.2,5,-25,1.6,3,4,2,1.0,-10
Cc1c(NC(=S)NC(=O)CSc2ccc(Cl)cc2)cccc1C(=O)O,-4,-0.1,10,3,0.7,-5,1,3,0.0,-12
COc1cccc(-n2c(=O)c3sccc3n(CC(=O)NCC3CCCO3)c2=O)c1 (stereo unspecified),-1,-0.2,2,0,-0.6,-4,0,-3,-1.3,-2
O=C(N/N=C/c1ccc2c(c1)OCO2)c1ccn(Cc2ccc(Cl)cc2)n1,-7,-0.7,-4,-1,0.8,2,-1,4,-1.3,0
CN1C[C@H](C(=O)N[C@]2(C)O[C@@]3(O)[C@@H]4CCCN4C(=O)[C@H](Cc4ccccc4)N3C2=O)CC2c3cccc4[nH]cc(c34)C[C@H]21 (stereo partly specified),0&-2,-0.6&-0.5,-20&-12,-1&4,0.6&0.6,1&12,0&3,-25&-22,1.0&1.1,-17&-9
CCCn1c(N)c(N2CCCCC2)c(=O)n(CC(=O)Nc2cccc(S(=O)(=O)N(C)C)c2)c1=O,-1,-0.1,8,4,-0.3,-2,0,1,-0.1,-5
O=[N+]([O-])c1ccc(N/N=C2/CCCCC2c2ccccn2)cc1 (stereo unspecified),-1,-0.2,0,-14,0.7,-6,-2,-2,-0.6,-3
c1ccc2c(c1)C(=Nn1cnnc1)c1ccccc1-2,-5,-0.2,-2,-35,-0.3,0,2,7,-0.1,-3
O=c1[nH]n(CCO)c(=O)c2cccnc12,3,-0.3,4,1,-0.1,-10,-4,1,-2.2,-1
CNC(=O)C(C)N1c2cccc3cccc(c23)S1(=O)=O (stereo unspecified),2,-0.3,-8,0,-0.1,-7,0,-1,-0.1,-5
O=C(NCCCNc1ccc([N+](=O)[O-])cc1)C(F)(F)F,-4,1.1,-10,-15,0.1,-21,-6,-4,-1.8,-8
COc1ccc2c(C)nc(N/C(N)=N/S(=O)(=O)c3ccc(C)cc3)nc2c1,-10,-0.8,-1,-1,0.2,2,3,-1,2.2,2
CC(=O)Nc1ccc(NC(=O)C2(C)Cc3c(-c4cccc(C(N)=O)c4)ccnc3O2)cc1 (stereo unspecified),-4,-0.4,-8,3,-0.5,1,3,-1,-0.4,.
Cc1onc(-c2c(F)cccc2Cl)c1C(=O)NC(=S)NC1CCS(=O)(=O)C1 (stereo unspecified),-1,0.6,17,-1,0.5,1,-2,4,-2.4,1
CC(=O)OC1CCC2(C)C3CCC4(C)C(C(C)=O)CCC4C3CC3OC32C1 (stereo unspecified),-3,-0.1,5,1,-0.2,-3,0,-1,1.1,-13
Cc1cccc(C(=O)n2c(=S)nc3ccccn32)c1,-13,-0.7,1,4,.,-3,1,1,0.6,-5
O=C1CCN(CCc2ccccc2)CCN1[C@H](CSc1ccc(Br)cc1)Cc1ccccc1,1,-0.2,4,1,-0.4,-7,0,-7,16,6
O=C(Nc1c(-c2ccccc2)[nH][nH]c1=O)c1ccc2ccccc2c1,.,0.0,11,-1,-1.3,.,.,.,1.7,.
Cc1nc2ccc(C(=O)N3CCC(O)(Cc4ccccc4)CC3)cn2c1N(C)C(=O)CCc1ccccc1,-7,0.0,2,2,1.1,-4,2,2,1.3,.
COc1ccc(N2CC(NC(=O)c3cccc4ccccc34)CC2=O)cc1OC (stereo unspecified),-2,-0.3,3,2,0.8,-3,1,2,-0.4,-6
CCCCN1C(=O)C(=O)N(CC(=O)Nc2cc(S(=O)(=O)N(C)C)ccc2C)C1=O,-2,-0.2,0,-2,1.6,-3,1,0,0.3,-3
Cc1ccc(CNC(=O)c2cc(S(=O)(=O)N3CCCC3)cn2C)cc1,-2,0.3,3,18,0.1,3,2,-1,-1.0,-4
O=C(c1cc2ccccc2o1)N1CCN(S(=O)(=O)c2ccccc2)CC1,0,-0.5,-8,-2,0.6,19*,-1,0,0.0,0
CC1(C(=O)NS(=O)(=O)c2cccc(Cl)c2)CCN1C(=O)CCc1ccccc1 (stereo unspecified),3,0.0,-7,9,0.3,-6,3,5,-0.6,.
N#Cc1c(SCc2c(Cl)cccc2Cl)nc(N)[nH]c1=S,7,1.1,-9,15,1.5,0,-3,-14,3.1,-6
O=C(CC1SC(N2CCCC2)=NC1=O)Nc1ccc(C(=O)NCc2ccccc2F)cc1 (stereo unspecified),-1,-0.2,-17,1,-0.7,-3,-2,4,0.3,.
Cc1ccccc1-c1cnc2c(c1)C(=O)N([C@H](C)CO)C[C@@H](C)[C@H](CN(C)C(=O)c1ccncc1)O2,-3,0.1,14,13,-1.0,0,0,1,-1.4,.
Cn1c(-c2ncc(F)cc2F)cc2onc(-c3c(F)cccc3Cl)c2c1=O,-3,0.4,-4,2,0.1,-7,-1,1,-1.9,-8
Cc1nnc(NC(=O)CCCN2C(=O)c3ccccc3C2=O)s1,-9,-0.8,-3,-8,2.3,2,-1,1,-0.6,-4
CCN(CC)S(=O)(=O)c1ccc(N=Nc2c(C)[nH]n(C(N)=S)c2=O)cc1,-12,-1.4,7,-28,4.5*,-2,3,-2,1.0,-2

# This is a random part of the collection (roughly 4.3% active in at least one column).
